Bioassay records from PubChem BioAssay.
S100A4 inh HTS: inhibitors of S100A4-myosin IIA peptide binding, primary screen, biochemical, fluorescence polarization, TAMRA-MyoIIA peptide; Protein S100-A4 (Homo sapiens), P26447; 0.14% of 360,000 active; inhibition, % at 10.7 µM; AID 652163, 2013;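 active = mean inhibition of at least 70% across replicates, with every replicate also reaching that level; inconclusive = mean inhibition reaches 70% but some replicates fall short; inactive = mean inhibition below 70%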
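assay system = human S100A4 monomer with TAMRA-labelled myosin IIA peptide | also added = labelled myosin peptide probe, 5 nM | incubation = 5 min between mix addition and reading | control set = DMSO and TFP controls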
RAD54 branch: inhibitors of human RAD54 branch migration, primary screen, biochemical, fluorescence, single point | inhibition, % at 10.4 µM | RAD54 Holliday junction branch migration, FAM/BHQ fluorescence | AID 602329, 2012 | 0.14% of 360,000 active;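 active = mean normalized replicate activity at least 40 and at least half of replicates scoring 40 or more; inconclusive = only one of the two criteria met; inactive = mean below 40 and under half of replicates reaching 40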;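 note: 0% = median of neutral control wells and 100% = median of positive control wells; inhibitors cause a drop in the FAM fluorescence signal; in these data hits start at about 50%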
ERp5 block: inhibitors of ERp5-driven insulin aggregation, primary screen, biochemical, turbidity, absorbance 650 nm, single point; Protein disulfide-isomerase A6 (Homo sapiens), Q15084; 90 min; inhibition, % at 9.99 µM; 0.05% of 350,000 active;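 active = mean replicate inhibition above about 25%, with every replicate also reaching it, limit read from the data, passing the limit was not always enough; inconclusive = only one of those two criteria met; inactive = neither criterion met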
Target sequence (Q15084 whole entry, looked up): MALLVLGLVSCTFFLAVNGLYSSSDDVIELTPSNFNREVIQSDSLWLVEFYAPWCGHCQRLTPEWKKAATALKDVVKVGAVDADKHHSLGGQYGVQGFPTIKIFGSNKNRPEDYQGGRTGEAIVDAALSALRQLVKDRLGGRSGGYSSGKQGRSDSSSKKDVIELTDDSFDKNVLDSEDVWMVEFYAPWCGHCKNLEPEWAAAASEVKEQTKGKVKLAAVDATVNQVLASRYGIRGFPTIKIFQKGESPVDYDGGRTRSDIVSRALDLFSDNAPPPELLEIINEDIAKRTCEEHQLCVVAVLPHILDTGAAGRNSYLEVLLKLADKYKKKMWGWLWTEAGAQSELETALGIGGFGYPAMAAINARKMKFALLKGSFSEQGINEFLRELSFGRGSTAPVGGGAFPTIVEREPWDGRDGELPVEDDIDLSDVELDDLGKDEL
esBAF inh: Bmi1 luciferase reporter increase in mESCs, primary screen, esBAF inhibitor project, mouse ES cells, Bmi1 luciferase knock-in, single point; 24 h; 100% = twice the neutral-well signal; reporter increase, % at 12.5 µM; 2% of 350,000 active; in the data active = activation above about 40%; inconclusive = no clear call, values can overlap the other calls;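 note: 0% = median of the plate's neutral control wells and 100% = double that signal; a rise in the Bmi1 reporter signal indicates esBAF inhibition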
ERAP1 inh: human ERAP1 aminopeptidase inhibitors, primary screen, biochemical, single point, plate reader; Endoplasmic reticulum aminopeptidase 1 (Homo sapiens), Q9NZ08; recombinant ERAP1, Leu-AMC fluorescence, 60 min; 0.15% of 340,000 active; inhibition, % at 10.7 µM;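 active = mean replicate inhibition of at least 30%, or all replicates individually reaching that 30% level; inactive = mean below 30% and not every replicate reaching it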;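 note: 0% = neutral control wells and 100% = L-leucinethiol positive control wells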
E-selectin induc: E-selectin induction in HUVECs, primary screen, imaging, HUVEC, immunofluorescence imaging, single point | P16581 | normalized: neutral wells 0, TNF-alpha wells 100 | activation, % at 7.58 µM | 0.37% of 260,000 active;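 active = mean E-selectin-positive cell signal at least 10% of the positive control, reached in at least 60% of replicates, without over 20% cell loss; inconclusive = no rule given, readout overlaps actives, possibly toxicity-flagged; inactive = the rest, including those meeting only one limit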;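 note: in these data hits start at about 27%; measured in HUVEC primary endothelial cells; signal is the percent of cells scored E-selectin positive by PE staining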
Target sequence (P16581 whole entry, looked up): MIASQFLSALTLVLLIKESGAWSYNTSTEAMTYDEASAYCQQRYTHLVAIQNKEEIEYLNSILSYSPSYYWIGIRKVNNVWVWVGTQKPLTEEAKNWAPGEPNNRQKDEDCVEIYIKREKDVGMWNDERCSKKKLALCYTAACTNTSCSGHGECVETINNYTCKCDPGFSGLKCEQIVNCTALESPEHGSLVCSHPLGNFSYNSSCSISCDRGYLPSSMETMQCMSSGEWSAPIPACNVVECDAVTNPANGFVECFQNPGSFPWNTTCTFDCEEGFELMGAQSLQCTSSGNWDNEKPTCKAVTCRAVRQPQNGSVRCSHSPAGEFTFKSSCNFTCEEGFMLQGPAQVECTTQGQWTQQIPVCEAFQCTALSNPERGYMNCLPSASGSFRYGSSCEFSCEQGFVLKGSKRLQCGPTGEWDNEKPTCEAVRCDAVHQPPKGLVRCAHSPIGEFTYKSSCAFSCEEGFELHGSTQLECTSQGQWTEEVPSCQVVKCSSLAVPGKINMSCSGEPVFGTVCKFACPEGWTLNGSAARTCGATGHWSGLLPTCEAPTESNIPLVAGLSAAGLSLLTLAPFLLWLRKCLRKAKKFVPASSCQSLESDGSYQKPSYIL
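Read-out basis: % PE-positive cells; Test system: HUVEC primary endothelial cells; Technique: immunofluorescence imaging; Dosing: single-point compound dose.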
XiGFP reactiv: activators of inactive X chromosome reactivation, primary screen, imaging, XiGFP fibroblasts, GFP high-content imaging, set 2; 0.055% of 360,000 active; activation, % at 7.58 µM; XiGFP mouse fibroblasts, % GFP-positive cells imaging, 3 d; cells co-treated with 5-aza-dC sensitizer; scaled so ellipticine positive control = 100%;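 active = mean normalized replicate activation at least 10% and every replicate at or above 10%; inconclusive = only one of the two criteria met; inactive = mean below 10% and not all replicates reach 10%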;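 note: 0% = median of on-plate neutral control wells and 100% = ellipticine 6 µM median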
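Schedule: 3 d treatment, 15 min room-temperature fixation; system: 68-5-11 XiGFP fibroblast line; buffer or medium: DMEM plus 5-aza-dC sensitizer; control set: ellipticine 6 µM positive control; compound: one concentration, pinned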
RAD52 inh: RAD52 DNA annealing inhibitors, primary screen, biochemical, FRET, single point, set 2 | DNA repair protein RAD52 homolog (Homo sapiens), P43351 | recombinant RAD52 DNA annealing, FRET fluorescence | inhibition, % at 18.7 µM | 0.46% of 360,000 active;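 active = every replicate showing at least 50% inhibition; inconclusive = mean inhibition at least 50% but not in every replicate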
* marks the source's active call; other numbers are inactive results; ? = inconclusive; nt = not tested or not shown.

Values run as follows: ERAP1 inh | RAD52 inh | XiGFP reactiv | RAD54 branch | esBAF inh | S100A4 inh HTS | E-selectin induc | ERp5 block
CCC(=O)N1CCC1(C)C(=O)Nc1cccc(OC)c1 (configuration not stated)
  -3 | -2 | -0.1 | -10 | -3 | -1 | 0.9 | -1
CC(C)(C)NC(=S)NC(=O)C12CCC3CC(CC(C3)C1)C2
  5 | -6 | 0.0 | nt | nt | 9 | nt | 0
COc1cccc(CN2[C@H](CO)[C@@H](c3ccccc3)C23CN(C(=O)C2CCCCC2)C3)c1
  1 | -12 | 0.1 | nt | nt | -4 | 0.1 | 0
Cc1ccc(S(=O)(=O)Nc2ccc(F)cc2)cc1C(=O)N1CCOCC1
  1 | -12 | 0.0 | 4 | -2 | 1 | 1.4 | 0
Nc1cc(S(=O)(=O)N2CCCCC2)ccc1N1CCCCC1
  2 | -3 | 0.0 | 1 | -3 | -12 | -1.8 | 1
NC(=O)c1ccsc1NC(=O)CCS(=O)(=O)c1ccccc1
  6 | -6 | 0.0 | nt | nt | -4 | nt | -7
O=C(NCC(=O)N1CCN(S(=O)(=O)c2ccccc2F)CC1)c1ccc2c(c1)OCO2
  -1 | -13 | -0.1 | -15 | -7 | 8 | nt | -1
CCOC(=O)C1CCCN(C(=O)C2CCN(S(=O)(=O)c3c(C)noc3/C=C/c3ccccc3F)CC2)C1 (configuration not stated)
  -4 | -10 | 0.1 | -12 | 3 | 0 | -0.2 | 4
O=C(N[C@H]1CC[C@H](CC(=O)N2CCOCC2)O[C@H]1CO)c1ccccn1
  4 | 11 | -0.1 | 4 | -3 | 0 | 0.7 | 3
CC(=O)c1ccccc1C(=O)N(C)C1CCCN(Cc2ccccc2F)C1 (configuration not stated)
  -3 | -9 | 0.0 | -2 | -11 | -4 | nt | 1
COc1ccc(OC)c(NC(=O)NNC(=O)c2cc3occc3[nH]2)c1
  -5 | 3 | 0.1 | -2 | -1 | 8 | nt | -3
C[C@@H]1CN([C@H](C)CO)S(=O)(=O)c2ccc(Br)cc2O[C@@H]1CN(C)Cc1ccncc1
  -2 | 8 | 0.1 | -1 | 2 | 36 | 1.9 | 0
Cc1ccc(N(CCC#N)C(=O)COC(=O)c2cc(C)oc2C)cc1
  0 | 4 | 0.1 | 3 | -10 | -2 | nt | -1
COc1cccc(-c2cc(C(=O)O)c3cc4ccccc4cc3n2)c1OC
  0 | -4 | 0.1 | -13 | 4 | -4 | 0.1 | 4
NS(=O)(=O)c1ccc(CCNC(=O)CSc2nc3ccsc3c(=O)n2CC2CCC(C(=O)O)CC2)cc1 (configuration not stated)
  -7 | 0 | 0.0 | nt | nt | 1 | nt | 1
CCNC(=O)Nc1ccc(S(=O)(=O)Nc2cnc(C)nc2C)cc1
  -1 | -6 | 0.0 | 3 | -3 | 1 | nt | 3
CNc1nccc(-c2ccc(F)cc2)c1C#N
  -1 | -1 | 0.0 | 0 | -10 | 0 | 1.7 | -3
O=[N+]([O-])c1ccccc1CSc1nnc2ccccn12
  4 | -16 | 0.1 | nt | 63* | 3 | nt | 1
NC(=O)c1nnn(-c2nonc2N)c1-c1ccc([N+](=O)[O-])cc1
  1 | -18 | -0.1 | nt | nt | -8 | nt | -3
N#C/C(C(=O)NCc1ccccc1)=C1/N=C(NC(=O)c2ccco2)c2ccccc21
  3 | -63 | 1.2 | -1 | 47* | -23 | nt | nt

Single records (already shown). Order of screens: ERAP1 inh, RAD52 inh, XiGFP reactiv, RAD54 branch, esBAF inh, S100A4 inh HTS, E-selectin induc, ERp5 block
Record of COc1cccc(CN2[C@H](CO)[C@@H](c3ccccc3)C23CN(C(=O)C2CCCCC2)C3)c1 → 1, -12, 0.1, nt, nt, -4, 0.1, 0
Record of NC(=O)c1nnn(-c2nonc2N)c1-c1ccc([N+](=O)[O-])cc1 → 1, -18, -0.1, nt, nt, -8, nt, -3

(further entries)
Values run as follows: ERAP1 inh | RAD52 inh | XiGFP reactiv | RAD54 branch | esBAF inh | S100A4 inh HTS | E-selectin induc | ERp5 block
O=C1N=c2ccccc2=C1c1sc(NS(=O)(=O)Cc2ccccc2)nc1O
  2 | -6 | -0.1 | 1 | -1 | -3 | -1.1 | -1
Cn1cnc(S(=O)(=O)N2CCCCN3[C@H](CO)[C@H](c4ccc(-c5ccc(F)cc5)cc4)[C@H]3C2)c1
  1 | 6 | 0.0 | -3 | nt | -4 | -0.2 | 0
C/C(=N/NC(=O)CCC(=O)Nc1ccc(Br)cc1)c1ccc(Br)cc1
  0 | -5 | 0.3 | -16 | -12 | -3 | nt | -2
COCc1ccc(C(=O)N2CCCC(N(C)Cc3ccccc3)C2)s1 (configuration not stated)
  -4 | -16 | -0.1 | 5 | 5 | 8 | 0.0 | -1
Cc1ccccc1NC(=S)NCc1cccn1C
  2 | 6 | 0.7 | nt | nt | -5 | 1.6 | -3
C[C@@H]1CCCCO[C@@H](CN(C)C(=O)Nc2ccc3c(c2)OCO3)[C@@H](C)CN([C@H](C)CO)C(=O)c2cc(NC(=O)c3ccncc3)ccc2O1
  1 | nt | -0.1 | -4 | -7 | -5 | 0.0 | -1
CCCCNC(=O)COC(=O)c1ccc(C)c(NC(=O)c2ccco2)c1
  -2 | -15 | 0.1 | nt | nt | 2 | nt | 0
O=C(c1cccs1)N1N=C(c2ccccc2)CC1c1ccccc1O (configuration not stated)
  -2 | -33 | 0.1 | nt | nt | 2 | -2.1 | -4
CCc1ccc(NC(=O)c2sc3nc4n(c(=O)c3c2C)CCC4)cc1
  -8 | -7 | 0.0 | -5 | 44* | 3 | nt | -4
CC(Nc1ccc2c(c1)OCCO2)C(=O)N1CCc2ccccc21 (configuration not stated)
  11 | -6 | 0.5 | nt | nt | -6 | nt | -2
C/C=C/c1ccc([C@H]2[C@@H](CN(C)S(C)(=O)=O)N(C(=O)CC)[C@H]2CO)cc1
  -2 | -33 | 0.1 | -3 | -4 | -33 | 0.1 | -3
O=C(CN1CCOCC1)N[C@@H]1CC[C@H](CCn2cc(C3CCCCC3)nn2)O[C@@H]1CO
  2 | 1 | -0.5 | 4 | -6 | 11 | -0.3 | 2
COCCN1Cc2cccc(C(=O)NCc3cccnc3)c2C1=O
  7 | 6 | -0.1 | -12 | -1 | 15 | -1.6 | -5
CN1CCN(C(=S)Nc2ccc(Cl)c(Cl)c2)CC1
  -3 | -13 | 0.1 | 2 | nt | -1 | nt | 1
COc1cccc(NC(=O)N(C)C[C@@H]2Oc3cc(C#Cc4ccc(F)cc4)ccc3S(=O)(=O)N([C@@H](C)CO)C[C@H]2C)c1
  1 | 9 | -1.2 | -5 | -8 | -66 | 0.8 | -2
CC1CCN(C(=O)COC(=O)c2cc(S(=O)(=O)N3CCOCC3)ccc2Cl)CC1
  -1 | -16 | 0.2 | -2 | -6 | -8 | 0.3 | -7
O=C(C[C@H]1C=C[C@@H](NC(=O)c2ccncc2)[C@H](CO)O1)NCC1CCCCC1
  -2 | -7 | -0.4 | -1 | 1 | -12 | -0.2 | -4
CCCNC(=O)N1CC2(C1)CN(Cc1cccc(OC)c1)[C@@H](CO)c1[nH]c3cc(OC)ccc3c12
  -2 | -31 | 0.2 | nt | nt | 16 | 0.1 | 0
C[C@H](NC(=O)C[C@H]1C=C[C@@H](NC(=O)Nc2ccc3c(c2)OCO3)[C@H](CO)O1)c1ccccc1
  0 | -2 | 0.1 | 6 | 0 | 7 | 0.0 | 4
O=c1[nH]c(COc2ccccc2)nc2ccccc12
  -3 | -5 | 0.3 | -9 | ? | -5 | 0.0 | 1

Entries listed so far that have a nitro group on carbon:
Values run as follows: ERAP1 inh | RAD52 inh | XiGFP reactiv | RAD54 branch | esBAF inh | S100A4 inh HTS | E-selectin induc | ERp5 block
O=[N+]([O-])c1ccccc1CSc1nnc2ccccn12
  4 | -16 | 0.1 | nt | 63* | 3 | nt | 1
NC(=O)c1nnn(-c2nonc2N)c1-c1ccc([N+](=O)[O-])cc1
  1 | -18 | -0.1 | nt | nt | -8 | nt | -3

Next part:
Values run as follows: ERAP1 inh | RAD52 inh | XiGFP reactiv | RAD54 branch | esBAF inh | S100A4 inh HTS | E-selectin induc | ERp5 block
CCN(C(=O)CN1C(=S)NC(C)(C)CC1C)c1ccc(C)c(C)c1 (configuration not stated)
  7 | -4 | 0.2 | -7 | -2 | 3 | 0.0 | -3
CC1CC1C(=O)OCC(=O)NCc1ccccc1 (configuration not stated)
  -1 | -6 | -0.1 | 3 | 0 | 3 | nt | -9
CCc1ccc(OCCOCCN2CCN(C)CC2)cc1
  1 | -5 | 0.0 | 10 | -6 | 0 | 0.3 | 1
COc1cccc(OCCNS(=O)(=O)c2cccc([N+](=O)[O-])c2)c1
  -4 | -4 | 0.0 | -8 | 3 | 8 | 4.2 | 2
CCN(CC(=O)Nc1cc(Cl)ccc1C)C(=O)c1ccc(=O)n(Cc2ccccc2)n1
  1 | -11 | 0.3 | -4 | -6 | 12 | -0.7 | -3
CN(C)S(=O)(=O)c1cc(NC2CC(=O)N(c3ccc(F)cc3)C2=O)ccc1Cl (configuration not stated)
  -1 | -12 | 0.0 | nt | nt | 2 | 2.4 | -2
CC1=NN(c2ccc(C)cc2)C(=O)/C1=C\C=C\c1ccccc1
  5 | -16 | 0.0 | nt | nt | 0 | -0.2 | -1
COc1ccc(OC)c(S(=O)(=O)NCC(c2ccc(F)cc2)N2CCN(C)CC2)c1 (configuration not stated)
  0 | -10 | 0.0 | nt | 4 | 1 | -2.7 | 3
Cc1ccc(S(=O)(=O)Nc2ccc3c(c2)CC(=O)N([C@H](C)CO)C[C@@H](C)[C@@H](CN(C)C(=O)Nc2ccccc2)O3)cc1
  1 | 10 | -1.0 | 5 | 3 | -3 | nt | -13
COc1ccc(CNN2CCCCC2C(=O)Nc2ccc(OC)c(OCC(C)C)c2)cc1OC (configuration not stated)
  -4 | 4 | 0.0 | nt | -6 | -5 | nt | -2
COCCN1C(=O)C(=O)/C(=C(/O)c2ccc(S(=O)(=O)N3CCOCC3)cc2)C1c1cccc(Cl)c1 (configuration not stated)
  -1 | -2 | 0.0 | nt | 0 | 0 | -0.1 | -3
CC(=O)c1c(C)[nH]c(C(=O)OCC(=O)N(Cc2ccccc2)C(C)(C)C)c1C
  -1 | -2 | 0.0 | 1 | 2 | 0 | 0.5 | 1
CN1c2ccc(-c3ccccc3)cc2[C@H]2[C@H](CCN2C(=O)c2ccc3c(c2)OCO3)[C@H]1CO
  2 | -4 | 0.0 | -4 | 5 | -21 | 2.1 | 0
C[C@@H]1CN([C@@H](C)CO)C(=O)c2cc(NC(=O)Cc3cn(C)c4ccccc34)ccc2O[C@H]1CN(C)Cc1ccc(C(=O)O)cc1
  1 | -11 | 0.4 | -1 | -1 | 11 | 5.0 | 2
